ALOX12 inh: ALOX12 (human) lipoxygenase inhibition | P18054 | purified 12hLO, xylenol orange hydroperoxide absorbance | Potency, µM (top dose mostly 108 µM), without a hit: at the top dose activity change, negative = inhibition, usual class: inhibitors | 580,000 compounds, 1.1% hits | AID 1671190; active = well fitted inhibition curve with a large enough effect; inconclusive = small, poorly fitted or top-dose-only effect, or another doubt; inactive = no such curve, though single readings can be large or run the other way
Target sequence (P18054 whole entry, looked up): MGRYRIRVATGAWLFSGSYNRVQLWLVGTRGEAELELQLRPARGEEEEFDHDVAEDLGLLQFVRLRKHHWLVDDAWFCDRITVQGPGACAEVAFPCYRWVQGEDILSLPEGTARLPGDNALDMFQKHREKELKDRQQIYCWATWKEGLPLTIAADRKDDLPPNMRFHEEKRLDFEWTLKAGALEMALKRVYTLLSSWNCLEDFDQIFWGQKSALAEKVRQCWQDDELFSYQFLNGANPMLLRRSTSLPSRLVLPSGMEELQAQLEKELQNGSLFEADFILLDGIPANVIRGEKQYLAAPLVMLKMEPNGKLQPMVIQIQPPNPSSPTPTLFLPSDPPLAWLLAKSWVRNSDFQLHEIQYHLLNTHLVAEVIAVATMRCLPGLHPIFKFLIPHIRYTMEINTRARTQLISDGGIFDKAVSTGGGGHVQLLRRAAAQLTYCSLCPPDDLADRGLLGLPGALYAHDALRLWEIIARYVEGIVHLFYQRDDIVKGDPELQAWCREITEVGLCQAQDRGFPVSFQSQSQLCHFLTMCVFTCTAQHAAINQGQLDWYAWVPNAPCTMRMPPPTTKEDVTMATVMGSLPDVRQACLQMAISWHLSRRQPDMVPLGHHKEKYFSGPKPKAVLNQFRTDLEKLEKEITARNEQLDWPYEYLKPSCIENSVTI
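Hydroperoxide product was detected by ferrous iron/xylenol orange as the 573 to 405 nm absorbance ratio. Arachidonic acid at 40 uM (final) was turned over for 30 min at room temperature by 150 nM human 12hLO, pH 7.0 Hepes buffer, after 15 min compound preincubation.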
Active calls of the source: *; u = inconclusive; [ ] = another dose, or the depositor's remark. % is scaled to controls: 0 for no effect and ±100 for the full control effect; potency is read from the fitted curve at half-maximal effect. This is a subset; the hit share may differ from the screen's.

SMILES | ALOX12 inh
COc1ccc([C@@H]2C[C@H]3[C@@H](CN2S(=O)(=O)c2ccccc2)C(=O)C[C@@H](c2cccc4ccccc24)N3S(=O)(=O)c2ccc(C)cc2)cc1 | -8%
COc1ccccc1CNC(=O)[C@@H](C)C1CC[C@@]2(C)CC[C@H](NC(=O)c3cncnc3)[C@@H](C)[C@@H]2[C@H]1O (stereo not given in full) | 43%[activator]
COCCNC(=O)c1ccc2c(c1)N(C)C(CC(=O)Nc1ccccc1)CO2 (stereo not given) | 6%
Cc1cc(CN2CCn3c(nnc3-c3ccc(Cl)cc3)C2)no1 | 4%[6.33 µM]
Cc1cccc(S(=O)(=O)N2CCC[C@H]2C(=O)N2CCC[C@@H]2C(=O)NCc2ccccc2)c1 | -7%
CC(c1cccs1)N(C)CC(O)COc1ccc(-c2ccccc2)cc1 (stereo not given) | u
Cc1ccc(S(=O)(=O)N2CCN(C(C(=O)O)c3c[nH]c4ccccc34)CC2)cc1 (stereo not given) | -10%
CCOC(=O)C1CCCN(C(=O)c2cc(C#N)cs2)CC1 (stereo not given) | -10%
CC(C)(C)NC(=S)NN | -11%
O=C(C1CCCCN1S(=O)(=O)c1ccccc1)N1CCCC1 (stereo not given) | 10%
N#Cc1nc(COc2cccc(Cl)c2)oc1N1CCCCCC1 | u
CC(C)c1ccc(CN2CCC(C)(Oc3ccc(Cl)cc3)C2)cc1 (stereo not given) | u
CCc1nc(-c2c3n(c(=O)n(CC(=O)Nc4cc(F)ccc4F)c2=O)CCCCC3)no1 | -10%
Cc1csc(CNC(=O)c2cc(C)c(C)s2)n1 | 18%
CCCCS(=O)CC(O)CCl (stereo not given) | -22%
O=C(COC(=O)CSc1ccc2ccccc2c1)Nc1ccccc1C(F)(F)F | -29%
Cc1cc(C)n(-c2nc3c(c(=O)n(Cc4c(F)cccc4Cl)c(=O)n3C)n2C(C)C)n1 | -7%
Cc1ccc(C)c(C(=O)NCc2nnc3c(-c4nc(C(C)C)no4)cccn23)c1 | 30%
CCCOC(=O)c1nc2ccccc2nc1NCc1ccccc1OC | -17%
CCN1C(=O)N(C(C)=O)[C@H]2C[C@H](C(=O)N3CCCC3)[C@H](C)[C@H](c3ccccc3)C[C@H]21 | -11%

Of the compounds above, 2 have two or more sulfur atoms.
SMILES | ALOX12 inh
COc1ccc([C@@H]2C[C@H]3[C@@H](CN2S(=O)(=O)c2ccccc2)C(=O)C[C@@H](c2cccc4ccccc24)N3S(=O)(=O)c2ccc(C)cc2)cc1 | -8%
Cc1csc(CNC(=O)c2cc(C)c(C)s2)n1 | 18%

Among those listed so far, 3 contain an aryl methoxy group:
SMILES | ALOX12 inh
COc1ccc([C@@H]2C[C@H]3[C@@H](CN2S(=O)(=O)c2ccccc2)C(=O)C[C@@H](c2cccc4ccccc24)N3S(=O)(=O)c2ccc(C)cc2)cc1 | -8%
COc1ccccc1CNC(=O)[C@@H](C)C1CC[C@@]2(C)CC[C@H](NC(=O)c3cncnc3)[C@@H](C)[C@@H]2[C@H]1O (stereo not given in full) | 43%[activator]
CCCOC(=O)c1nc2ccccc2nc1NCc1ccccc1OC | -17%

Going on with the list.
SMILES | ALOX12 inh
CC(NC(=O)c1cc(S(N)(=O)=O)ccc1F)c1ccc2c(c1)OCCCO2 (stereo not given) | -12%
COCCn1c(=O)c2c(nc(-n3nc(C)cc3C)n2CCCc2ccccc2)n(C)c1=O | -6%
O=C(N[C@@H]1CN(C(=O)Nc2ccc(OC(F)(F)F)cc2)CCC[C@H]1O)c1ccc(OCCN2CCOCC2)cc1 | -2%
COc1cc2ccccc2cc1C(=O)Nc1cccc2ncccc12 | -2%
O=C(COC(=O)c1ccccc1Sc1ccc(C(F)(F)F)cc1[N+](=O)[O-])NC12CC3CC(CC(C3)C1)C2 | -4%
COCC(=O)N1CCC2(CC1)OCCN2S(=O)(=O)c1c(C)cc(C)cc1C | -2%
CCCN(Cc1ccccc1)C(=O)NCCC(=O)OCC | -1%
COc1ccc(C(=O)N2CCC3(CC2)OCC(C(=O)NC2CC2)N3C(=O)c2ccc(F)cc2)cc1 (stereo not given) | 61%[activator]
COCCN1C(=O)C(CC(N)=O)=C2CCCCC21 (stereo not given) | 18%
Cn1c(C(=O)NC(C)(C)C)cc2c1CCN(Cc1cccc(F)c1)C2 | 111%[activator]
COCc1ccc2c(c1)c(OC(C)(C)C(=O)NCC[S+](C)(=O)[O-])nn2Cc1cccnc1 | 53%[activator]
CCCCNC(=O)C(NC(=O)c1ccc(C(F)(F)F)cc1)C(=O)c1ccccc1 (stereo not given) | -31%
Cc1ccc2c(c1)N(C(=O)Nc1ccc(Br)cc1F)CC(C)O2 (stereo not given) | u
OC(c1cccc(Cl)c1)c1nc(-c2ccc(F)c(Cl)c2)cs1 (stereo not given) | -6%
Cc1ccnn1CCC(=O)N1CC[C@H](N2CCN(C)CC2)[C@H](CCC(=O)O)C1 | -2%
Cc1c(-c2ccccc2)oc2c(C(=O)OCC(=O)Nc3ccc(F)cc3F)cccc2c1=O | u
O=C(c1cccc2c1NCCC2)N1CCn2nc(C(O)C3CC3)cc2C1 (stereo not given) | 36%[activator]
NC(=O)[C@@H]1CN(C(=O)c2cncnc2)C[C@H]1COc1ccccc1 | 21%
COc1ccc(-c2cnc(NC(=O)NCc3ccccc3)n2C)cc1 | -3%
COc1ccccc1C(NC(=O)c1cc(C(C)=O)c[nH]1)c1nccn1C (stereo not given) | 0%
COc1ccc(C(=O)Nc2ccc3oc(-c4ccccc4C)cc(=O)c3c2)cc1 | -4%
FC(F)(F)c1cnc(SCc2csc(-c3ccccc3)n2)c(Cl)c1 | -10%
COc1ccc(NC(=O)Nc2ccc(C)n(CC(=O)O)c2=O)cc1 | u
COc1ncccc1-c1cnc2cccnn12 | 0%
Cc1cc2oc(=O)cc(CN(C)Cc3cccs3)c2cc1C | 1%
O=C(c1ccc(F)cc1Cl)N1CCN(c2cc(-c3ccc(F)cc3)[nH]n2)CC1 | 32%[activator]
CC(NC(=O)C1CCN(C(=O)c2cccc3ccccc23)CC1)c1ccccc1 (stereo not given) | -10%
CCCCCCCCCOC(C)=O | 7%[176 µM]
CCn1nc(C(C)C)cc1C(=O)N1CCN(C)C2(CCC(=O)N(C)CC2)C1 (stereo not given) | 12%
COC(=O)c1ccc(C2C(C(C)=O)C(=O)CC(C)(O)C2C(C)=O)cc1 (stereo not given) | 68%
COc1ccc(CNC(=O)c2ccc(Cn3ccn4nc5c(c4c3=O)CCCC5)cc2)cc1 | -3%
Cc1noc(NC(=O)CSc2nccn2-c2cccc(C)c2C)n1 | 8%
COCCCNCc1c2ccccc2c(Cl)c2ccccc12 | u
COc1ccccc1C(=O)Nc1ccccc1OCC1CCCO1 (stereo not given) | 15%
COCc1noc([C@@H]2CN(S(=O)(=O)Cc3ccc(F)cc3)C[C@H]2C(N)=O)n1 | 42%[activator]
Cc1cc(-c2cccc(COc3ccc4c(cnn4CC[S+](C)(=O)[O-])c3)c2)ccn1 | u
CCN(CC)C(=O)Cc1cccn1-c1cccc(Cl)c1 | -25%
CCn1ncc(C(=O)N[C@@H]2CN(c3ncccn3)C[C@H]2CO)c1C | 9%
CC(=O)c1cn(CC(=O)NC2CCCCCC2)c2ccccc12 | 15%
COc1cccc(CN2CC(C(=O)NCCc3nccs3)CCC2=O)c1 (stereo not given) | 11%

5 entries from above, ordered by length of the SMILES, high to low.
SMILES | ALOX12 inh
COCc1noc([C@@H]2CN(S(=O)(=O)Cc3ccc(F)cc3)C[C@H]2C(N)=O)n1 | 42%[activator]
COc1ccc(CNC(=O)c2ccc(Cn3ccn4nc5c(c4c3=O)CCCC5)cc2)cc1 | -3%
O=C(c1ccc(F)cc1Cl)N1CCN(c2cc(-c3ccc(F)cc3)[nH]n2)CC1 | 32%[activator]
CC(=O)c1cn(CC(=O)NC2CCCCCC2)c2ccccc12 | 15%
COc1ncccc1-c1cnc2cccnn12 | 0%

Next compounds:
SMILES | ALOX12 inh
CCNC(=O)c1cccc2c1CCN2S(=O)(=O)c1cccc(C)c1 | -6%
Cc1ccc(NC(=O)Cn2c(-c3ccccc3)nc(C)c(CCO)c2=O)cc1Cl | 19%
CCCCN1CCN(C(=O)C2(c3ccc(NS(C)(=O)=O)cc3)CCCCC2)CC1 | 36%
O=C(OCC(=O)C12CC3CC(CC(C3)C1)C2)c1ccc([N+](=O)[O-])cc1Cl | 6%
O=C(O)c1ccc(CC2CCN(Cc3ccncc3)C2)cc1 (stereo not given) | 20%
CSCC(=O)Nc1nc2c(s1)C[C@]1(C)CC[C@@H]3[C@H](OC(=O)[C@H]3C)[C@H]1[C@@H]2C | 8%[176 µM]
CC1=C[C@@H](CNC(=O)c2cncnc2)[C@H](C(C)C)C[C@H]1CC(=O)NC1CCCC1 | 61%[activator][176 µM]
O=C1NCc2ccccc2CC12CCN(Cc1ccc(Br)s1)CC2 | u
COc1ccc(C(=O)N2CCCN(C(=O)C3CC3)C(c3ccccc3)CC(=O)NCC2)cn1 (stereo not given) | 26%
COc1ccc(Cl)cc1NC(=O)C1CCN(c2nccnc2Oc2ccccc2C)CC1 | -31%
N#Cc1ccc(COC(=O)c2cccc3cccnc23)cc1 | 7%
CCOCc1nc(C2CCCN(C(=O)c3ccco3)C2)no1 (stereo not given) | 25%
O=C1CC(c2ccccc2)N(C(=O)CCc2ccccc2)CCCCCCN1 (stereo not given) | 0%
O=C(c1ccc(C(F)(F)F)cc1)N1CCC(N2CC3CC(C2)[C@H]2CCCC(=O)N2C3)CC1 (stereo not given in full) | 8%
C[C@@H]1CN([C@@H](C)CO)S(=O)(=O)c2ccc(C#CC3CCCCC3)cc2O[C@@H]1CN(C)Cc1cccnc1 | 14µM*
Cc1cccc(C)c1-n1nnnc1SCC(=O)N(Cc1ccco1)C1=CCCCC1 | -52%
CC(=O)N1Cc2ccccc2CC2(CCN(CC3CCNC3)CC2)C1 (stereo not given) | -20%[6.33 µM]
CC(C)c1nc2c(c(-c3ccc(O)cc3)n1)CN(Cc1ccc(F)cc1)CC2 | 12%
CCOC(=O)C(=O)NNC(=O)OC | 27%
COCc1nc(N(C)Cc2ccccc2)ncc1C(=O)O | 20%
OC[C@@H]1CN(CCNc2ccccc2)C[C@H](n2cnc3c(NCc4ccncc4)ncnc32)O1 | -14%
CCN1CC(C(=O)NCc2nn(C)c3cccc(Cl)c23)CC1=O (stereo not given) | 11%
CCCn1c(CSc2nnc(C3CC3)n2C2CC2)nc2cc(S(=O)(=O)N(C)C)ccc21 | -42%
COc1ccccc1C(=O)NCC1COc2ncncc2C(=O)N1Cc1ccccc1 (stereo not given) | 12%[176 µM]
COc1ccc(-c2nnc(SCC(=O)N(C)C3CCCCC3)o2)cc1 | 30%
O=C(NCc1ccccc1)N1CCCCC1c1nc(-c2cnccn2)n[nH]1 (stereo not given) | -16%
CCN(CC)c1ccc(-c2nnc(SCCCn3c(=O)c4c(ncn4C)n(C)c3=O)o2)cc1 | 25%
CC1CCC(NC(=O)CCCc2ccccc2)CC1 (stereo not given) | 14%
CCC(C)(C)NC(=O)/C=C/c1cc(OC)c(OC)c(OC)c1 | -2%
COc1cccc(CN(CCC(=O)O)Cc2cccc(OC)c2)c1 | 18µM*
O=C1N[C@H](CC(=O)N2CCN(Cc3ccccc3Cl)CC2)C(=O)Nc2ccccc21 | -3%
CSC(C)C(=O)N(C)Cc1sccc1C (stereo not given) | -3%
COc1ccc(OC)c(CNC(=O)C2CCN(c3cn[nH]c(=O)c3)C2)c1 (stereo not given) | 7%
COc1ccccc1-c1ccc2c(c1)C(C)(Cc1ccc(Cl)cc1)C(=O)N2 (stereo not given) | -17%
CCn1c(-n2nc(C)cc2C)nc2c1c(=O)n(Cc1ccccc1Cl)c(=O)n2C | 18%
O=C1NCc2ccccc2CC12CCCCN2CCCc1ccccc1 (stereo not given) | -3%[6.33 µM]
COCC1CCN(C(=O)C2CCCN(C(=O)c3ccccc3)CCC(=O)NCC2)CC1 (stereo not given) | 23%
C[C@H](CO)N1C[C@H](C)[C@@H](CN(C)CC2CCOCC2)Oc2cc(C#Cc3ccccc3F)ccc2S1(=O)=O | u
CC1CCN(C(=O)c2ncn3c2C(=O)N[C@@H](C)C3)CC1 | 24%
COc1ccccc1Oc1coc2cc(OCc3ccc(Cl)cc3)ccc2c1=O | -11%

Single entries from the list:
For ALOX12 inh, COc1ccc(OC)c(CNC(=O)C2CCN(c3cn[nH]c(=O)c3)C2)c1 (stereo not given) has the entry 7%
For ALOX12 inh, CC1CCN(C(=O)c2ncn3c2C(=O)N[C@@H](C)C3)CC1 has the entry 24%

(more compounds)
SMILES | ALOX12 inh
CCOC(=O)C1=C(C)N=C2SC=C(CC(=O)NCc3ccco3)N2C1c1ccccc1F (stereo not given) | 46%[activator]
COc1cccc2c(C)nc(Nc3nc(C)c(Cc4ccc(C)cc4)c(=O)[nH]3)nc12 | u
CC1(C(=O)NCc2ccncc2)CCc2cnc(NCc3ccccc3)nc21 (stereo not given) | 32%[activator][176 µM]
O=C(Oc1ccc2c(=O)c(-c3ccc(Br)cc3)coc2c1)c1ccco1 | 10%
CC(C)CCN1CCC2(CN[S+](=O)([O-])c3ccccc3N2)C1 (stereo not given) | 14%[176 µM]
CS(=O)(=O)Cc1ccc(C(=O)OCc2cc(=O)oc3cc4c(cc23)CCC4)cc1 | u
CC(=O)Nc1ccc(C2(C(=O)NCc3ccccc3F)CCCCC2)cc1 | 42%[activator]
C[C@@H]1CN([C@H](C)CO)C(=O)CCCn2nncc2CO[C@@H]1CN(C)S(=O)(=O)c1ccc(Cl)cc1 | 6%
COc1ccc(CN2C(=O)COC[C@H]2C(=O)N2CCC(C)CC2)c(OC)c1 | 15%
Cc1nc(Cc2nnc(SCC(=O)N3c4ccccc4NC(=O)C3(C)C)o2)cs1 | -2%
C=CCn1nc(C(=O)N2CCOCC2)cc1-c1sc(NC(=O)c2ccccc2)nc1C | -6%
COc1ccc(Nc2nc(N)c(C(=O)c3ccc(Cl)cc3)s2)cc1 | u
CC(C)Cc1cc(C(=O)NCc2noc(-c3c(F)cccc3F)n2)no1 | 23%

Compound activity (PubChem)
